# Chronic BCR inh: blocks chronic active B-cell receptor signaling | ABC-DLBCL IkBa-CBG/CBR reporter, luminescence ratio, 4 h | Potency, µM (titrated, usually from 46.1 µM), for the others: at the top dose ratio change, negative = lower green/red ratio, hits mostly inhibitors | 340,000 tested, 0.05% active | AID 493014; active = well fitted inhibition curve with a large enough effect in the signal ratio, with a control signal flat, not every such curve was filed as active; inconclusive = small, poorly fitted or top-dose-only effect, or effect the other way, or a change in a side signal; the % refers to the signal ratio;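 also: potency is read from the fitted curve at half-maximal effect; plate controls were basal doxycycline-induced cells for no effect and cells given 10 µM MG132 for full effect; MG132 reads +100%, hits lower the ratio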
#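 Doxycycline induced both beetle luciferases in TMD8 lymphoma cells; IKK-driven degradation limits the IkappaBalpha-fused green signal, while red luminescence normalises for cell number and nonspecific effects. Compounds tested up to 46 uM, 4 hrs.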
# CXXC DNA block: blocks binding of human MLL CXXC domain to DNA | Q03164 | MLL-CXXC / FITC-HOXA9 DNA fluorescence polarization | Potency, µM (titrated, usually from 115 µM), inactives show at the highest dose activity change, negative = inhibition, most hits filed as inhibitors | 290,000 tested, 0.037% active; active = well fitted inhibition curve with a large enough effect in the polarisation, with a control signal flat, not every such curve was filed as active; inconclusive = small, poorly fitted or top-dose-only effect, or effect the other way, or a change in a side signal; inactive = no such curve, though single readings can be large or run the other way; the % refers to the polarisation; also: potency is read from the fitted curve at half-maximal effect
#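 Purified MLL-CXXC (added from a 7 uM solution) was preincubated 5 min at ambient with pinned compounds in 50 mM Tris-HCl pH 7.5, 50 mM NaCl, 1 mM DTT, 0.05% BSA. Fluorescein-labeled HOX-A9 DNA (50 nM solution) followed, 30 min, then polarization read.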
# TSHR antagonist: blocks TSH signaling through the human TSH receptor. P16473. TSHR-expressing cells, TSH-stimulated cAMP HTRF, 2 h; hits give low values. activity change, negative = inhibition, % at 11.5 µM. 330,000 tested, 0.2% active. AID 504810;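 active = activity change below a set negative limit, meaning inhibition stronger than a set level, cut at about -70% in these data; inconclusive = activity change between two set negative limits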; also: % is scaled to controls: 0 for no effect and ±100 for the full control effect
#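 Read-out is FRET at 665 nm (cryptate excitation 337 nm) from a cryptate-tagged anti-cAMP antibody, competed by cell cAMP against cAMP-d2. Compounds are tested on freshly harvested TSHR cells challenged with 4nM TSH (EC80) for 2 hours at 37 deg C.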
# GALK inh: galactokinase (human) inhibition. P51570. Purified GALK, Kinase-Glo residual ATP luminescence. Potency, µM (highest dose often 57.5 µM), for inactives: at the highest dose activity change, negative = inhibition, usual class: inhibitors. 270,000 tested, 0.007% active; also: potency is read from the fitted curve at half-maximal effect; % is scaled to controls: 0 for no effect and ±100 for the full control effect
#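 ATP-depletion format; final 35 uM ATP, 100 uM D-galactose, 5 nM enzyme; pH 8.0 HEPES/Mg2+ buffer; 60 min RT; luminescence read 10 min after detection reagent.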
# AT treatment: potential ataxia-telangiectasia treatment. […] A-T fibroblasts, KAP-1 phosphorylation AlphaLISA; neocarzinostatin DNA damage 30 min before lysis. Potency, µM (series often up to 57.5 µM), for inactives: top-dose activation, actives largely listed as activators. 320,000 tested, 0.19% active; also: potency is read from the fitted curve at half-maximal effect; % of control where 0% means no effect; nearly all actives have a fitted effect of over 45% in size
#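 ATM-like activity read as KAP-1 phosphorylation via AlphaLISA donor/acceptor antibody pairs after lysis and 6 hr at 25C. Cells were ATM-null patient fibroblasts ([…], hTERT), dosed 60 min, then exposed to the DSB inducer NCS for 30 min.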
# Tb PFK inh: blocks T. brucei phosphofructokinase; T. brucei PFK, ADP-Glo luminescence; Potency, µM (doses to about 57.5 µM), without a hit: top-dose activity, negative = inhibition, actives largely listed as inhibitors; 330,000 tested, 0.17% active;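 also: potency is read from the fitted curve at half-maximal effect; 0% = uninhibited 1x PFK enzyme wells and -100% = no-enzyme wells; nearly all actives have a fitted effect of over 60% in size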
#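 Compounds were pin-transferred as a titration series up to 57 uM into substrate buffer (0.5 mM F6P, 0.1 mM ATP, pH 8.0), then 1.25 nM PFK was added and reactions ran 45 min before ADP-Glo detection.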
# TCR act: T cell receptor activation | Potency, µM (highest dose often 9.22 µM), for the others: at the top dose activation of IL-2 secretion, usual class: activators | 330,000 tested, under 10 active | primary human leukocytes, anti-CD3, IL-2 HTRF, 48 h | AID 504894; also: % of control where 0% means no effect
#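 HTRF read-out of IL-2 secretion: europium cryptate donor excited at 320nm, d2 acceptor emission at 665nm. Cells were primary human leukocytes incubated 48 hr with compounds and a-CD3 beads, supplying TCR signal only.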
# Giardia kill: kills Giardia lamblia. Giardia lamblia trophozoite viability. AID 540267. 340,000 tested, 0.15% active. activity change, % at 7.66 µM, hits read low; in the data active = activity change below about -80%; inconclusive = between about -30% and that limit;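 also: parasites exposed to compound for two days anaerobically before the ATP read; % is scaled to controls: 0 for no effect and ±100 for the full control effect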
#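 Giardia trophozoites, 100 cells per well, were exposed to compounds for 48 hrs at 37 deg C under anaerobic conditions; viability was then read as ATP content by bioluminescence after 15-30 min at room temperature.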
# hERG WT inh: KCNH2 (human, wildtype) channel inhibition. activity change, % at 1.84 µM. Q12809. AID 720551. 340,000 tested, 0.37% active. U2OS, BacMam KCNH2, thallium flux FluxOr; hits give low values;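 active = maximum activity change below -70%; inconclusive = maximum activity change between -70% and -50%; inactive = maximum activity change above -50%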; also: % is scaled to controls: 0 for no effect and ±100 for the full control effect
# Target sequence (Q12809 whole entry, looked up): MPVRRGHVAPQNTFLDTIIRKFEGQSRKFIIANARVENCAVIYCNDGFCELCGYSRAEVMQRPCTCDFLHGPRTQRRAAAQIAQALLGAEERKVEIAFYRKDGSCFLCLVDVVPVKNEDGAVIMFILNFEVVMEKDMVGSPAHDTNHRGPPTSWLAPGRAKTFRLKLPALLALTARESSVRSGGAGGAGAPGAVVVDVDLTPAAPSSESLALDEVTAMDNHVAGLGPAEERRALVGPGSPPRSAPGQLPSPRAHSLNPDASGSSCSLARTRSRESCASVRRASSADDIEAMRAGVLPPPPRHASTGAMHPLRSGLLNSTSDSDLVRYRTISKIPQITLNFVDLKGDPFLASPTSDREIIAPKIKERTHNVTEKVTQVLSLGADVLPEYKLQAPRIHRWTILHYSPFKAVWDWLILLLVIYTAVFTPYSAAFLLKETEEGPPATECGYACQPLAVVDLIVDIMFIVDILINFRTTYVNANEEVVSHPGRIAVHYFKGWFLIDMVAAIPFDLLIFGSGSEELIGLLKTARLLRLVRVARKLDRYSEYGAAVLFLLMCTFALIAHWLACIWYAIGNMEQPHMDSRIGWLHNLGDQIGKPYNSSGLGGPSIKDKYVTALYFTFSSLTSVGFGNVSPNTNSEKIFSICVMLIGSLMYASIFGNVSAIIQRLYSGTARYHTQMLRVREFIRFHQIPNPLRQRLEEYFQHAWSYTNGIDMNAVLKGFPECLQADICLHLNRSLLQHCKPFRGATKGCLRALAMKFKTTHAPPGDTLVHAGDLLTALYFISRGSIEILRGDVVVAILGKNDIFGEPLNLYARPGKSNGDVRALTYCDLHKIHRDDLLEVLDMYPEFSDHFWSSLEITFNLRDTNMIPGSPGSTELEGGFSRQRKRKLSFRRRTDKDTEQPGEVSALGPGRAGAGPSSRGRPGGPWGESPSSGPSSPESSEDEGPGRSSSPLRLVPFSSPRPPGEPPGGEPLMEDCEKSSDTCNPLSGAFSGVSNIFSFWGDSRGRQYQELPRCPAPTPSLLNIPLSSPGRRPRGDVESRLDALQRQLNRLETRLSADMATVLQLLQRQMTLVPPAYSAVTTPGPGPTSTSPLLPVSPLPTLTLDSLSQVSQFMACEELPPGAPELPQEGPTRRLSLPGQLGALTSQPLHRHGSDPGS
#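 U2OS cells transduced with wild-type KCNH2 virus are loaded with FluxOr dye for 45 min, and thallium flux is measured in kinetic reads before and after stimulation buffer. Rate constants are normalized to DMSO controls.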
# Coupling enz: inhibits coupling enzyme system, counter-screen for aldolase hits. coupling enzyme system counterscreen, AmpLite Red fluorescence. AID 2472. 290,000 tested, 0.67% active. activity change, negative = inhibition, % at 58.2 µM, hits read low; in the data active = activity change below about -30%; also: % is scaled to controls: 0 for no effect and ±100 for the full control effect
#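 Coupling enzymes only (glyceraldehyde-3-phosphate) + compound, at 57.5 uM final, 10 min RT; add substrate/coupling/AmpLite Red mix, 20 min RT; fluorescence ex 525/em 598 nm. Actives flag coupling-system interference.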
# The depositor's hits bear a star; i = inactive; ? = inconclusive; / = no result given; & = joins results of further samples; [ ] = dose if it differs, or a comment. Unless noted, calls follow the shape of the dose curve; as a rule, active = well fitted curve in the direction sought with a large enough effect; inconclusive = small, poorly fitted or top-dose-only effect, or another doubt; inactive = no such curve, though single readings can be large; an effect the other way counts as inactive or inconclusive.
SMILES,Chronic BCR inh,CXXC DNA block,TSHR antagonist,GALK inh,AT treatment,Tb PFK inh,TCR act,Giardia kill,hERG WT inh,Coupling enz
COc1cccc(-c2nc(CS(=O)(=O)CC(=O)N3CCN(c4ccccn4)CC3)c(C)o2)c1,4%,6%,2,-2%,3%,-3%,-6%,19,-11,4
Fc1cc(F)c(C2SCCN2C(=S)Nc2cccc(C(F)(F)F)c2)c(F)c1 (stereo not given),?,5%,-72*,-3%,8%,0%,1%,2,-2,-12
COc1ccc(-c2noc(CCCC(=O)NC3CCCCC3)n2)cc1,19%,2%,-14,-1%,-4%,-1%,5%,3,4,0
COc1ccc(NC(=O)c2ccc(CN3CCc4ccccc4C3)cc2)cc1OC,-4%,4%,-11,0%,8%,-2%,-10%,-16,4,0
COc1cc(O)c(C(CCN2CCCC2)c2cc(OC)c(OC)c(OC)c2)c(OC)c1 (stereo not given),?,3%,-2,4%,16%,2%,-3%,10&7,0,3&4
O=C1C2CCCCN2C(=O)N1CCCCN1CCN(c2ccccc2Oc2ccccc2)CC1 (stereo not given),-1%,-1%,-1,0%,0%,0%,-1%,6,17,0
CN(C)/C=N/C(=S)Nc1ccc(F)cc1,/,0%,/,-2%,/,/,-8%,14,-15,0
Cc1nn(Cc2ccccc2)c(Cl)c1C(=O)NCc1ccc(C)n1C,1%,-4%,-2,-1%,2%,-1%,-30%,12,0,-3
COc1cccc(CNC(=O)CN2C(=O)c3ccccc3S2(=O)=O)c1,?,/,25,/,0%,5%,2%,-5,5,/
O=C(CN1C(=O)S/C(=C\c2cccc(Cl)c2)C1=O)NCCCn1ccnc1,?,13%,2,8%,15%,1%,6%,-12,6,/
O=C(NCCCN1CCOCC1)c1ccc2nc(Cc3ccccc3F)oc2c1,-1%,13%,4,-7%,-2%,0%,-1%,-3,17,/
O=C1CCC(C(=O)N2CCCCO2)CN1Cc1cccc(F)c1 (stereo not given),1%,-2%,5,-1%,6%,-7%,8%,-4,-9,1
COc1cccc(NC(=O)CN2C(=O)NC(C)(CC(C)C)C2=O)c1 (stereo not given),-8%,2%,-3,1%,-2%,-2%,/,-15,-1,3
O=C(NCc1ccccc1Cl)c1ccc(S(=O)(=O)Nc2cccc(C(F)(F)F)c2)cc1,-3%,0%,-1,-5%,10%,-1%,-3%[46.1 µM],-6,2,0
O=C(Nc1ccc(Br)cc1)C1Cc2ccccc2O/C1=N\O (stereo not given),?,52%[activator],8,/,6%,0%,3%,-23,5,2
COc1cccc(-c2nnc3sc(-c4ccc(C)cc4)nn23)c1,?,9%,-17,-1%,-2%,0%,/,/,/,/
CCCCCCCCCC(=O)N/N=C/c1ccc(C)s1,3%,9%,20,0%,?,-3%,3%,1,6,-10
CCCCn1c(SCC(=O)NC2CC2)nnc1-c1ccncc1,-4%,-2%,i,5%,-3%,-2%,0%,-16,0,0
Cc1nnc(SCC(=O)NC2CCS(=O)(=O)C2)n1Cc1ccccc1 (stereo not given),0%,-3%,4,2%,9%,1%,5%,-19,-2,5
COc1cccc(CN(C)C(=O)COc2ccc(C(=O)c3ccc(Cl)cc3)cc2)c1OC,?,-7%,-15,-1%,1%,4%,-3%,11,-5,2
CCOC(=O)NC(NC(=O)OCC)C(=O)c1ccccc1,-15%,-1%,0,0%,-2%,0%,14%,18,-18,2
COc1cc(/C=N/NC(=O)c2cc(O)cc(O)c2)ccc1OC(=O)c1ccccc1,?,51%[activator],-21,1%,6%,-19%,-2%,4,-3,2
COc1ccc(OCC(=O)Nc2ccc(S(=O)(=O)Nc3nc(C)cc(C)n3)cc2)cc1,1%,-4%,6,1%,5%,0%,7%,6,-2,0
CCCn1nnnc1NCc1cccn1C,0%,-1%,-14,3%,-13%,0%,/,-12,8,-2
CCn1cc([N+](=O)[O-])c(C(=O)NCc2ccc(Cl)cc2)n1,0%,-1%,-2,-2%,4%[11.5 µM],-7%,3%,-12,/,0
CCN(C(=O)COC(=O)CNC(=O)c1ccc(Cl)cc1Cl)c1c(N)n(Cc2ccccc2)c(=O)[nH]c1=O,0%,/,/,/,5%,0%,-3%,-25,9,/
O=C1OCCN1C(=O)[C@H]1[C@H](c2ccc([N+](=O)[O-])cc2)C(c2cccc(Cl)c2)=NN1c1ccc(Br)cc1,?,/,-5,/,2%,5%,0%[46.1 µM],-12,-7,-1
Cc1ccc(S(=O)(=O)NCCC(=O)NNC(=O)C2COc3ccccc3O2)cc1 (stereo not given),4%,/,3,/,9%,0%,0%,-8,-3,/
COC(=O)C1CSC(C(=O)OC)N1C(=O)Nc1c(C)cccc1C (stereo not given),0%,-3%,9,3%,0%,-8%,8%,-2,5,-2
O=C(OCc1c(Cl)cccc1Cl)c1cnccn1,0%,13%,3,-5%,0%,-8%,-1%,-2,-25,2
CC(C)(Oc1ccc(Cl)cc1)C(=O)N/N=C/c1cn[nH]c1-c1ccccc1,?,-2%,7,-4%,1%,2%,1%,5,-1,-1
CN(C)c1ccc(C(=O)OCC(=O)c2cccs2)cc1,?,3%,-5,/,12%,0%,-1%,-5,5,-1
CC(C)NC(=O)c1sc2nc3c(c(-c4cccs4)c2c1N)CN(C)CC3,5%,-9%,7,0%,0%,-1%,6%,-16,6,1
Cc1cc(C)n2nc(C(=O)N3CCCC(CNS(=O)(=O)c4cccs4)C3)cc2n1 (stereo not given),-7%,5%,20,4%,2%,-5%,3%,-13,3,6
Cc1c(-n2c(SCC(=O)N(C)C3CCS(=O)(=O)C3)nc3ccccc3c2=O)c(=O)n(-c2ccccc2)n1C (stereo not given),2%,-5%,34,0%,1%,2%,12%,-17,-9,5
CCCCc1cc(=O)oc2cc(OCC(=O)NCCN3CCOCC3)ccc12,-11%,-1%,1,-1%,1%,-4%,2%,0,-7,0
CCOc1ccc2oc(=O)cc(CN3CCN(C(=O)c4ccco4)CC3)c2c1,-1%,5%,9,3%,2%,-9%,-5%,0,14,/
Cc1ccc(C)c(S(=O)(=O)N2CCCC2CNC(=O)C(=O)NCc2ccccc2)c1 (stereo not given),2%,/,17,/,2%,-14%,2%,-4,-1,/
CSCCNC(=O)c1ccc2nc(Cc3ccccc3F)oc2c1,-4%,2%,8,-5%,4%,0%,-3%,11,2,1
Cc1ccc2[nH]c(C(=O)NCCN3CCCC3)cc2c1,7%,1%,1,0%,2%,1%,4%,11,11,0
CCOc1ccccc1N1CCN(C(=O)CNC(=O)c2sc3ccccc3c2Cl)CC1,8%,0%,-17,-3%,5%,5%,-1%,6,-2,-1
Cc1cc2[nH]c(=O)c(=O)[nH]c2cc1S(=O)(=O)Nc1cccc(Cl)c1,-3%,0%,14,-9%,2%,1%,1%,9,13,/
O=S(=O)(c1ccc2ccccc2c1)N1CCCOC1,?,6%,0,9%,5%,3%,/,11,5,1
Cc1cc(Cl)c2cc3ccccc3cc2n1,9%,-6%,6,-1%,1%,1%,1%,-15,1,-1
Cc1ccc(N2C(=O)CN=C2Nc2nc(C)cc(C)n2)cc1,-27%,-3%,-4,7%,-2%,-2%,4%,10,10,1
CCn1c2ccc(C)cc2c2nnc(SCCN3CCOCC3)nc21,14%,-5%,-19,-1%,1%,0%,/,-1,-6,-3
O=C(CN1C(=O)CCOc2ccccc21)Nc1ccc(Cl)c(S(=O)(=O)N2CCOCC2)c1,-2%,/,-12,/,1%,-1%,/,-3,-13,/
O=C(NCCCN1CCOCC1)C(=O)N/N=C/c1ccccc1Cl,?,1%,19,-1%,1%,0%,3%,?,0,-2
CCC(=O)OC1(C)C(=O)C=C2C=C(c3ccc(C#N)cc3)OC=C2C1=O (stereo not given),/,/,/,/,/,/,16%,-3,-8,-1
CC(C)(C)NC(=O)C(=O)NNC(=O)COc1ccccc1,-2%,9%,9,2%,-7%,-2%,-10%[46.1 µM],14,0,6
C=CCn1cnc2scc(-c3ccc(C)cc3)c2c1=O,14%,2%,-5,0%,-1%,-2%,7%,-2,8,2
Cc1ccc(-c2noc(CCC(=O)N3CCN(c4cccc(C(F)(F)F)c4)CC3)n2)cc1,8%,-1%,-14,-3%,15%,17%,2%,-3,4,-2
Cc1ccc(CNC(=O)C2CCN(C(=O)c3cccc(Cl)c3)CC2)cc1,1%,-3%,-8,-2%,9%,1%,3%,27,0,0
CC(C)c1nnc2n1N=C(c1ccc(Cl)cc1)CS2,-3%,-6%,-13,1%,4%,1%,2%,-27,-1,0
Cc1ccc(C(=O)Nc2cccc(C(F)(F)F)c2)cc1Nc1ccccn1,?,-6%,-2,3%,-29%,-5%,-5%,14,11,1
O=C(Cc1c[nH]c2ccccc12)NCc1ccccc1F,-1%,9%,-2,12%,3%,2%,-3%,7,2,-2
CCOc1ccc(C(=O)OCC(=O)NC(C)C)cc1,0%,12%,4,-1%,-3%,-1%,0%,9,-9,4

# Assay outcomes as filed in PubChem BioAssay.
